# Source: PubChem
# UBC9 SUMO inh: inhibitors of in vitro SUMOylation cascade, primary screen, biochemical, HTRF, uHTS; SUMO-conjugating enzyme UBC9 (Homo sapiens), P63279; HTRF SUMOylation assay, SAE1/SAE2 + UBC9; inhibition, % at 35 µM; actives 0.36% (n = 290,000); AID 2006, 2009; in the data active means inhibition above about 50%, passing the limit was not always enough; further: strong numbers were not always called active
# Target sequence (P63279 whole entry, looked up): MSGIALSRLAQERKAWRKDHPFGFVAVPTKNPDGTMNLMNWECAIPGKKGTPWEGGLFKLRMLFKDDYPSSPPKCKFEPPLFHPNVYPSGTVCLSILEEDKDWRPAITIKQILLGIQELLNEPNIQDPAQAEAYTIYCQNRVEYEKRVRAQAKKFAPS
# M18AAP inhibitor: PfM18AAP inhibitors, malaria aminopeptidase, primary screen, biochemical, QFRET, recombinant enzyme | inhibition, % at 7.35 µM | actives 1.2% (n = 290,000) | AID 1822, 2009 | H-Glu-NHMec fluorogenic cleavage;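 active means inhibition above the campaign mean inhibition over all tested compounds plus 3 SD, cut at about 28% in these data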;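 further: 0% = plate median of test compound wells and 100% = 2 mM ZnCl2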
# DNA FID counter: compounds displacing fluorescent DNA intercalator, primary screen, artefact control for HCV NS3 helicase inhibitor project, biochemical, FID fluorescence | DNA fluorescent intercalator displacement | inhibition, % at 7.9 µM | actives 0.17% (n = 290,000); in the data active means inhibition above about 37%;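 further: 0% = vehicle and 100% = reference compound; higher means more ethidium bromide displaced from hairpin DNA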
# NS3 helicase inh: inhibitors of HCV NS3 helicase, primary screen, biochemical, Cy5 molecular beacon fluorescence. NS3 helicase DNA unwinding. actives 0.56% (n = 290,000). Hepatitis C virus NS3 helicase. inhibition, % at 10.9 µM;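 active means inhibition above the mean of all tested compounds plus 3 SD, set per campaign, cut at about 35% in these data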;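 further: 0% = DMSO wells and 100% = thioflavine S control wells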
#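 test system = hepatitis C virus NS3 helicase domain fragment enzyme | reagent = annealed dual-labelled DNA beacon duplex, ATP-started | times = 1 h at 25 °C | detection = Cy5 fluorescence, 0 and 60 min reads | read-out basis = percent inhibition from t60/t0 fluorescence ratio | control set = DMSO and thioflavine S | replication = one well per compound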
# VIM-2 inh: VIM-2 metallo-beta-lactamase inhibitors, primary screen, biochemical, epi-absorbance readout, Pseudomonas aeruginosa enzyme; purified VIM-2, nitrocefin hydrolysis, epi-absorbance fluorescence; actives 0.89% (n = 290,000); inhibition, % at 5.6 µM;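 active means inhibition above the mean of all tested compounds plus 3 SD, cutoff set per screening run, cut at about 7.5% in these data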;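 further: red hydrolysis product quenches plate fluorescence so inhibitors raise well fluorescence; 0% = enzyme with DMSO and 100% = DMSO without enzyme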
# IDE cell inh: human IDE inhibitors in live cells, primary screen, fluorescence polarization, HEK cells, FAbetaB substrate | Insulin-degrading enzyme (Homo sapiens), P14735 | FAbetaB cleavage | inhibition, % at 5.59 µM | actives 0.41% (n = 320,000) | AID 434962, 2010;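 active means percent inhibition above the average of all tested compounds plus 3 SD, set per screening campaign, cut at about 16% in these data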;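 further: IDE supplied by intact live HEK cells; FP after avidin binding of uncleaved biotin substrate so inhibition keeps polarization high; 0% = DMSO wells and 100% = 60 µM reference IDE inhibitor Ii1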
# IMP-1 inh: IMP-1 metallo-beta-lactamase inhibitors, primary screen, biochemical, epi-absorbance readout, Pseudomonas aeruginosa enzyme; inhibition, % at 5.6 µM; AID 1556, 2009; purified IMP-1, nitrocefin hydrolysis, epi-absorbance fluorescence; metallo-beta-lactamase IMP-1 (Pseudomonas aeruginosa); actives 0.45% (n = 290,000);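 active means inhibition above the mean plus 3 SD of all compounds in the same screening run, cut at about 4.5% in these data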;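 further: 0% = IMP-1 with DMSO and 100% = DMSO wells lacking enzyme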
#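 System: Purified IMP-1 | Read-out basis: Percent enzyme inhibition | Controls: IMP-1 with DMSO as 0%, enzyme-free DMSO as 100% | Replicates: One well per compound | Doses: 5.6 µM nominal single concentration | Detection: Epi-absorbance fluorescence, 480 nm excitation, 530 nm emission | Incubation: 25 °C, 15 min preincubation, 25 min reaction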
# IDE act: human IDE activators in live cells, primary screen, fluorescence polarization, HEK cells, FAbeta-B substrate; AID 493087, 2011; Insulin-degrading enzyme (Homo sapiens), P14735; FAbeta-B cleavage; 0% vehicle, 100% cell-free pure enzyme wells; activation, % at 5.96 µM; actives 0.073% (n = 340,000);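 active means activation above the mean of all tested compounds plus 3 SD, set per screening campaign, cut at about 17% in these data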
# pCIP destab: p/CIP-EGFP fusion destabilizers, primary screen, fluorescence, F442A cells. 16 h. Q05BA5. AID 1984, 2009. actives 0.01% (n = 290,000). decrease of EGFP signal, % at 10 µM;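 active means EGFP signal decrease of at least 30% at 10 µM or well 3 SD below plate mean, unless failing retest; inactive means the rest, including hits failing retest or dose response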; further: some compounds called inactive have numbers as strong as hits; many of its hits are not listed in these tables
# * = called active by the depositor; nt = not tested or not shown; & = joins results of further samples. Compounds were not picked by outcome. Share with any hit: about 3.6%.
canonical_smiles	UBC9 SUMO inh	M18AAP inhibitor	DNA FID counter	NS3 helicase inh	VIM-2 inh	IDE cell inh	IMP-1 inh	IDE act	pCIP destab
O=C(O)CCCn1cc(NC(=O)c2sc3ccccc3c2Cl)cn1	11.0	6.0	-44.2	-3.2	-2.4	8.3	-0.8	6.0	3.8
O=C(Nc1ccccc1)C1=C[C@@H](C2CCCCC2)C[C@@H](OCCCCO)O1	11.4	1.6	-24.9	-5.3	-2.8	3.0	-1.0	4.6	2.8
CC(=O)Oc1ccc(-c2csnn2)cc1	22.2	3.2	0.9	-0.6	-4.2	-5.4	-2.4	8.5	-7.0
COCC1CCN(Cc2nc(-c3ccc(OC)cc3)no2)CC1	14.4	6.0	-16.6	-2.4	-1.6	4.0	-3.1	0.5	4.0
COc1cc(-c2[nH]ncc2CN2CCc3sccc3C2)cc(OC)c1OC	10.3	-7.3	5.3	-9.0	0.6	14.3	-0.5	-1.9	-3.0
CCN(CC)CCN(C(=O)c1ccc2c(c1)OCCO2)c1nc2ccc(C)cc2s1	-1.8	7.1	8.9	-69.8	-0.1	3.2	-1.8	3.7	-5.9
Cc1ncoc1C(=O)Nc1nccs1	24.8	4.5	1.6	1.4	-2.8	-1.7	-2.5	4.9	-6.6
CCNC(=S)N/N=C/c1ccc(C(=O)O)cc1	-9.3	13.7	0.8	-7.2	0.1	-3.5	-2.1	2.3	-0.7
CCOc1ccc(S(=O)(=O)Nc2cccc(-c3ccc(N4CCCCCC4)nn3)c2)cc1	nt	-10.3	-17.7	-0.2	-1.8	-3.1	-1.2	5.0	-7.9
O=C(N/N=C/c1ccc([N+](=O)[O-])o1)c1ccccc1-n1cccc1	11.7	11.1	-6.0	14.0	-2.5	-4.8	-2.7	8.4	-26.3
CN(C)S(=O)(=O)c1ccc(S(=O)(=O)NCCN2CCOCC2)cc1	-0.6	-3.2	-0.5	-4.7	1.1	-6.6	-1.6	3.7	-4.6
Cc1cc(C)cc(C(=O)n2cnnc2N)c1	7.6	47.5*	-6.4	17.3	-1.1	-4.5	-5.6	3.8	-3.6
O=C(NCCc1ccccc1)c1cc(S(=O)(=O)N2CCOCC2)ccc1F	22.1	2.8	-9.8	-5.1	-0.5	-7.6	-0.9	6.7	-7.1
COc1cccc(-c2nc(CS(=O)CC(=O)NC3CC3)c(C)o2)c1 (stereo not given)	16.3	0.6	-9.6	0.2	-1.1	-2.0	-3.7	3.9	-6.0
CCOc1ccc(Nc2nc3ccccc3n3nnnc23)cc1	8.5	-5.4	-4.6	-6.3	-2.7	3.9	-2.4	5.7	-10.8
O=C(CNC(=O)c1ccc(Br)o1)NCc1ccccc1Cl	4.8	0.5	-13.4	15.4	-3.0	nt	-4.0	6.0	-5.5
COc1ccccc1NC(=O)CSc1nnc(-c2ccoc2C)n1CC1CCCO1 (stereo not given)	13.7	4.0	-22.1	19.6	-2.7	-4.3	-1.4	3.0	-6.0
CCOc1ccc(C/C(O)=C2\C(=O)CC(C)(C)CC2=NCC(=O)O)cc1OCC	11.9	-0.7	-33.3	-9.9	-1.8	2.0	-0.4	nt	-3.7
COc1ccc(-c2cc(=O)c3cc(C)ccc3[nH]2)cc1	-2.6	4.3	-0.5	3.3	-1.5	2.7	-4.1	0.4	-7.2
O=C(CNCc1ccccc1Cl)Nc1ccc(C(=O)N2CCCCC2)cc1	10.1	-3.6	7.4	7.4	1.7	7.9	-0.9	2.2	-5.3

# Following part:
# Order of results: UBC9 SUMO inh, M18AAP inhibitor, DNA FID counter, NS3 helicase inh, VIM-2 inh, IDE cell inh, IMP-1 inh, IDE act, pCIP destab
Cc1ccc(NC(=O)NNC(=O)c2cc3ccccc3cc2O)cc1C
  46.2, 10.8, -4.6, -19.1, -2.2, -4.0, -1.6, 7.2, 8.9
Cc1cc(SCC(=O)N/N=C/c2ccco2)nc2ccccc12
  12.1, 7.4, -16.2, 3.3, -1.4, 2.1, -3.0, nt, -10.4
O=C1NC2CCc3nc4ccccc4c(=O)n3C2=Nc2ccccc21 (stereo not given)
  4.3, 1.1, -7.2, -1.1, 2.2, 1.3, 0.5, 1.2, -12.7
COC(=O)C1=C(CSCc2ccco2)NC(=O)NC1c1cc(C)ccc1C (stereo not given)
  14.9, -8.9, -29.6, 5.0, -1.2, 4.8, -6.0, -0.6, -20.1
CCC(=O)Nc1nc2ccccc2n1Cc1ccccc1C
  38.9, -1.7, -19.4, 2.4, -2.5, -1.5, -4.2, 2.5, -9.5
Cc1ccc(C2CC(c3ccco3)n3ncnc3N2)cc1 (stereo not given)
  2.4, -7.2, -9.0, 0.5, 0.9, -1.0, -3.8, 4.1, -5.9
CS/C(=N\S(=O)(=O)c1cccs1)Nc1ccc(Br)cc1F
  12.2, -5.9, -17.4, 4.2, -2.2, 0.6, -3.4, 8.4&3.6, -0.7
CCN(CCO)c1ccc(-n2c(N)c(C(=O)OC)c3nc4ccccc4nc32)cc1
  21.8, -10.0, -14.6, 15.1, 1.9, 7.0, -0.9, 0.4, 3.2
Cc1cccc(-n2c(C)cc(/C=N/NC(N)=S)c2C)c1
  9.0, 15.0, -11.2, 14.2, -3.7, 5.8, -2.7, 3.8, -8.0
COc1ccc(Cl)cc1NC(=O)c1[nH]nc(OC)c1[N+](=O)[O-]
  12.3, -10.3, 1.1, 6.6, -1.5, -3.6, -0.9, 2.1, -0.4
Cc1ccc(-c2cc(C(F)F)n3ncc(C(=O)N4CCN(c5ccccn5)CC4)c3n2)cc1
  25.4, 2.7, -16.6, 2.1, -4.0, 2.4, -1.6, 0.4, -14.4
O=S(=O)(c1ccccc1)c1nc(-c2ccco2)oc1NCCCN1CCOCC1
  16.2, 2.1, -1.9, -1.2, -0.2, -2.6, -6.6, -2.4, -5.9
COc1ccc(S(=O)(=O)NC(CC(=O)NCC2CCCO2)c2ccco2)cc1 (stereo not given)
  3.6, -0.9, -5.8, 2.3, -2.8, 2.6, -2.2, -0.4, -6.4
CN(c1ccc(C(=O)NC2CC3CCC2C3)cc1)S(C)(=O)=O (stereo not given)
  0.5, 5.5, -0.6, 5.2, -0.7, 1.4, -2.4, 2.6, -5.3
CCS(=O)(=O)Nc1ccc(C2=NN(C(C)=O)C(c3cccs3)C2)cc1 (stereo not given)
  17.8, -5.2, -14.2, 16.7, 0.9, -0.8, 1.0, -1.8, 9.1
CCOc1ccc(Cn2nnc(C(=O)Nc3ccc(OC)cc3OC)c2N)cc1
  0.6, -5.1, -7.0, -8.6, -2.4, -0.3, -1.1, 7.7, 4.0
CCOC(=O)C1CCCc2c1[nH]c1c(C(N)=O)cccc21 (stereo not given)
  -13.8, -11.0, -10.9, 4.6, -0.4, 1.1, -0.4, 2.3, -3.7
CCC(=O)N1CCC2(CC1)Oc1ccc(Cl)cc1C(=O)C21CC(c2cccnc2)=NO1 (stereo not given)
  7.7, nt, nt, nt, nt, 3.6, nt, -3.5, -5.3
O=C(Cn1cnc2c(nnn2-c2ccccc2)c1=O)N1CCOCC1
  2.9, 0.5, 1.1, 3.3, -2.5, 3.2, -5.9, 5.9, -0.9
CCOc1ccc2oc(C(=O)NNC(=O)c3csc(N4CCOCC4)n3)c(C)c2c1
  -13.5, 2.6, -34.1, 14.7, -4.8, -0.9, -3.4, 3.2, -1.4

# Another view of some results above:
CCOC(=O)C1CCCc2c1[nH]c1c(C(N)=O)cccc21 (stereo not given)
  UBC9 SUMO inh: -13.8
  M18AAP inhibitor: -11.0
  DNA FID counter: -10.9
  NS3 helicase inh: 4.6
  VIM-2 inh: -0.4
  IDE cell inh: 1.1
  IMP-1 inh: -0.4
  IDE act: 2.3
  pCIP destab: -3.7
CCC(=O)N1CCC2(CC1)Oc1ccc(Cl)cc1C(=O)C21CC(c2cccnc2)=NO1 (stereo not given)
  UBC9 SUMO inh: 7.7
  M18AAP inhibitor: nt
  DNA FID counter: nt
  NS3 helicase inh: nt
  VIM-2 inh: nt
  IDE cell inh: 3.6
  IMP-1 inh: nt
  IDE act: -3.5
  pCIP destab: -5.3
O=C(Cn1cnc2c(nnn2-c2ccccc2)c1=O)N1CCOCC1
  UBC9 SUMO inh: 2.9
  M18AAP inhibitor: 0.5
  DNA FID counter: 1.1
  NS3 helicase inh: 3.3
  VIM-2 inh: -2.5
  IDE cell inh: 3.2
  IMP-1 inh: -5.9
  IDE act: 5.9
  pCIP destab: -0.9
CCOc1ccc2oc(C(=O)NNC(=O)c3csc(N4CCOCC4)n3)c(C)c2c1
  UBC9 SUMO inh: -13.5
  M18AAP inhibitor: 2.6
  DNA FID counter: -34.1
  NS3 helicase inh: 14.7
  VIM-2 inh: -4.8
  IDE cell inh: -0.9
  IMP-1 inh: -3.4
  IDE act: 3.2
  pCIP destab: -1.4

# Remaining list, next part.
# Order of results: UBC9 SUMO inh, M18AAP inhibitor, DNA FID counter, NS3 helicase inh, VIM-2 inh, IDE cell inh, IMP-1 inh, IDE act, pCIP destab
CSCC(=O)NCC1(N(C)Cc2ccccc2)Cc2ccccc2C1
  -10.5, 4.3, -15.5, 0.3, -0.4, -2.5, -0.6, -2.1, -2.9
O=C(/C=C/c1ccccc1Cl)c1cccnc1
  -1.6, 28.4*, -4.4, -6.2, 0.1, -0.9, -3.4, -5.7, -12.1
CCN1CCN(C(=O)c2cc3cc4cc(OC)ccc4nc3s2)CC1
  15.4, 5.0, 4.8, -0.8, -0.9, -1.4, -0.1, 3.9, -10.2
Cc1cc(C)c(C(=O)N(C)C2CCCN(Cc3ccccc3F)C2)o1 (stereo not given)
  1.7, 6.2, -10.1, 7.8, -0.7, 0.9, -0.3, 6.0, -2.6
Cc1cc(=O)n2nc(N3CCCC3C(=O)NCCCN3CCCCC3)sc2n1 (stereo not given)
  -2.2, -7.4, 5.7, 0.6, -0.9, 3.8, -1.1, 0.4, -1.0
CC(C)Cc1nnc(NC(=O)CSc2nc(=O)cc(N)n2-c2ccccc2)s1
  -15.7, -10.0, -39.1, 7.1, -1.4, 2.3, -5.5, 3.3, 2.9
